TRPM1 prom inh: inhibitors of MITF-driven TRPM1 promoter in melanoma cells. SK-MEL-5 TRPM1 promoter luciferase, 24 h. inhibition, % at 12.5 µM. 0.83% of 330,000 active. AID 488899;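 active = mean inhibition across replicates of 60% or more, whatever share of single replicates reaches that level; inconclusive = some that reach 60%, reason not given; inactive = mean inhibition across replicates below 60%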; also: values of inactives mirror those of a sister screen read the other way
CF NFkB inh: blocks PAF-induced NF-kB reporter in cystic fibrosis cells. inhibition, % at 5 µM. 0.86% of 360,000 active. KKLEB NF-kB-GFP reporter, GFP fluorescence overnight;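 active = at least 50% inhibition at 5 µM, scaled per plate between neutral and stimulator controls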;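 also: PAF is a Pseudomonas aeruginosa culture filtrate used as stimulus; plate controls were PAF-stimulated DMSO wells for no effect and unstimulated DMSO wells for full effect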
NR2E3 ag-1: agonists of human nuclear receptor NR2E3; Q9Y5X4; GST-NR2E3/biotin-RetCOR TR-FRET, 1536-well; inhibition of corepressor binding, % at 4.78 µM; 0.12% of 320,000 active; AID 2300;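 active = percent inhibition above the cutoff of mean plus 3 SD of all tested compounds, set per screening campaign, cut at about 20% in these data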;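 also: 0% = DMSO wells and 100% = biotin wells as full block of FRET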
Target sequence (Q9Y5X4 whole entry, looked up): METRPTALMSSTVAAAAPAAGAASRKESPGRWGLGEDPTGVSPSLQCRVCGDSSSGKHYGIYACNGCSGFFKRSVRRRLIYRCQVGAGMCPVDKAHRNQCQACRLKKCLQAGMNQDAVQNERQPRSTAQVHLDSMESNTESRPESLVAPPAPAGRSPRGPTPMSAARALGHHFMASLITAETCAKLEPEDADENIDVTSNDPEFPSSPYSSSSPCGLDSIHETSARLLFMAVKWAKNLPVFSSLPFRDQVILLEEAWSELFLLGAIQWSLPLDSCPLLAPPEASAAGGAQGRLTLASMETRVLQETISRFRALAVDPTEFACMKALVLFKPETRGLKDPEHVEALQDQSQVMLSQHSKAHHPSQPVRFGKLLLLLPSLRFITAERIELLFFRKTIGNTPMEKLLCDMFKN
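System: GST-NR2E3 and biotin-RetCOR proteins; probe or stimulus: 7 nM biotin-RetCOR; doses: compound at 4.8 µM, single dose; schedule: Compound–protein incubation for 5 h at 4 °C; detection: time-resolved FRET; read-out: percent inhibition; controls: biotin wells as high control, 0.6% DMSO wells as low control; format: 1536-well plates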
KKLEB tox: reduces viability of KKLEB cystic fibrosis airway cells | KKLEB CF airway cells viability, ATPlite luminescence, overnight; hits give low values; cells stimulated with P. aeruginosa culture filtrate | activity change (cytotoxicity), % at 5 µM | 0.36% of 360,000 active | AID 602141;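 active = corrected activity change at or below -50% at 5 µM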
Peg3 prom inh: reduces Peg3 promoter-driven luciferase expression in HeLa | AID 588405 | HeLa PEG-Prom luciferase reporter, luminescence, overnight | inhibition, % at 20 µM | 1.7% of 360,000 active;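 active = inhibition of at least 50% at 20 µM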
Vif imaging: blocks HIV Vif function. HEK293T cells, Vif self-association by quenched fluorescence, imaging, 24 h. inhibition, % at 7.49 µM. 0.35% of 340,000 active. AID 602346; in the data active = inhibition above about 50%, passing the limit was not always enough; inconclusive = no clear call, values can overlap the other calls; inactive = below about 31%; also: some results filed as inactive read as strong as hits
HIF-2a block: inhibitors of HIF-2a | 786-0 RCC cells HIF-2a reporter, luciferase luminescence, overnight | inhibition, % at 18.8 µM | 0.72% of 360,000 active;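 active = inhibition of the luminescence signal of 40% or more relative to plate controls, in a single-dose primary screen at 18.75 µM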
NR2E3 ag-2: agonists of human NR2E3 nuclear receptor; Q9Y5X4; CHO-S Gal4-NCOR/VP16-NR2E3 two-hybrid, luciferase; inhibition of corepressor binding, % at 3.98 µM; 0.35% of 360,000 active; AID 602229;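 active = inhibition above the mean of all tested compounds plus 3 SD, cut at about 70% in these data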;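 also: 0% = DMSO with NR2E3 transfected cells and 100% = cells lacking NR2E3 construct; higher means lower luciferase signal from less NR2E3 corepressor binding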
PDI turbidity: blocks human protein disulfide isomerase activity; P07237; PDI insulin aggregation turbidity, A650, 90 min; inhibition, % at 10 µM; 0.052% of 350,000 active;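 active = mean inhibition across replicates of 30% or more, whatever share of single replicates reach that level; inconclusive = mean inhibition below 30% while every single replicate reaches 30%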;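 also: absorbance from insulin aggregation driven by PDI reduction with DTT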
Target sequence (P07237 whole entry, looked up): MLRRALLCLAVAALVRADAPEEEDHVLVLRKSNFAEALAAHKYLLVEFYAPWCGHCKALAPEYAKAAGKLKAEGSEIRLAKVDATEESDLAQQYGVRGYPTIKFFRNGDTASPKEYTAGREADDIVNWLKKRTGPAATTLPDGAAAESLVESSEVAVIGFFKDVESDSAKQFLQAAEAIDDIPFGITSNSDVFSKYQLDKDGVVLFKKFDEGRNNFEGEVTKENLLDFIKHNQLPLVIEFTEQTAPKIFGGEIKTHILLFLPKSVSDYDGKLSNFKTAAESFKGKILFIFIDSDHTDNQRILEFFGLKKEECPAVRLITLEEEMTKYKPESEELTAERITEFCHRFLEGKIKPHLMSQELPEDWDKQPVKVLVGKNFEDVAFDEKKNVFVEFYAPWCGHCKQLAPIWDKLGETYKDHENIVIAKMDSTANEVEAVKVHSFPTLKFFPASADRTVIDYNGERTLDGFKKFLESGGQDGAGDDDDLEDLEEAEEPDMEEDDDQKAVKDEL
Shn3 3UTR inh: Schnurri-3 reporter inhibition in Clone20 osteoblasts; Clone20 osteoblast Shn3 3'UTR firefly luciferase, 24 h; inhibition, % at 12.5 µM; 0.52% of 360,000 active; AID 588674;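 active = mean inhibition of at least 75% with every replicate also reaching 75%; inconclusive = mean inhibition at least 75% but some replicate below; inactive = mean inhibition below 75%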;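 also: 0% = median of neutral control wells and 100% = pilot-screen positive control compound; some compounds past the cut are filed as inactive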
CaV13 FRET inh: Disruptors of the CACNA1D IQ motif to Ca2+-dependent inactivation inhibitor domain association, primary screening, Förster resonance energy transfer in intact living … | AID 743397 | HEK cells, CFP/YFP FRET ICDI-IQ, plate reader, 10 min; percent FRET-ratio fall versus neutral wells | 0.098% of 340,000 active | inhibition, % at 12.3 µM;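 active = mean replicate inhibition of at least 30% and at least 1% of replicates passing that level; inconclusive = only one of the two criteria is met; inactive = neither criterion is met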;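 also: 0% = median of the neutral control wells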
* = called active by the depositor; ? = inconclusive; . = not tested or not shown.

Compound	NR2E3 ag-1	HIF-2a block	PDI turbidity	Vif imaging	CF NFkB inh	CaV13 FRET inh	NR2E3 ag-2	Peg3 prom inh	Shn3 3UTR inh	KKLEB tox	TRPM1 prom inh
Cc1cc(C)n2nc(CNS(=O)(=O)c3ccc([N+](=O)[O-])cc3)nc2n1	2.9	2.3	-1.3	6.7	-6.7	-2.4	3.0	15.6	-7.5	3.8	-1.1
Cc1ccc(NC(=O)Cn2nnc3ccccc3c2=O)cc1	-3.1	-91.1	-5.2	3.9	7.2	2.5	-40.2	-86.9	-1.9	0.5	2.3
CCc1c(C)nc2ncnn2c1NCCc1ccc(Cl)cc1	4.0	19.9	2.1	-11.2	3.8	-6.3	32.2	14.9	87.8*	8.6	22.3
C#Cc1ccc([C@@H]2C=C(C(=O)N3CCN(Cc4ccc5c(c4)OCO5)CC3)O[C@H](OCCCCO)C2)cc1	-5.6	4.2	-2.2	-3.3	5.0	-10.4	-12.7	-1.5	-3.1	-24.4	6.9
COc1ccc(CC(NC(C)=O)C(=O)N2CCN(C(=O)Nc3cccc(F)c3)CC2)cc1OC (configuration not stated)	0.1	5.6	2.1	-2.4	5.8	12.9	4.2	-1.2	-0.4	-12.6	6.7
Cc1c(NC(=O)C(=O)/C=C(\O)c2ccc(Br)cc2)c(=O)n(-c2ccccc2)n1C	-4.9	6.9	3.0	-6.5	-7.7	-5.6	-9.3	13.9	6.1	3.4	-10.6
COc1cc(OC)c(OC)cc1/C=C/c1ccnc2ccccc12	.	1.9	0.5	5.5	3.2	-4.2	-30.8	20.2	-8.9	-4.6	-0.1
CC1CCCC(C)N1S(=O)(=O)c1ccc(S(=O)(=O)NCCc2ccncc2)cc1 (configuration not stated)	2.2	6.8	4.0	.	1.8	-7.4	2.1	18.1	52.6	0.3	7.2
COC(=O)c1ccc(Nc2nnc(-c3ccc(C)c(S(=O)(=O)NCC4CCCO4)c3)c3ccccc23)cc1 (configuration not stated)	1.8	-3.2	-2.1	3.2	27.3	-3.1	-7.2	-11.9	-0.4	-1.9	-7.2
COc1cc2sc3cc(NCc4ccc5c(c4)OCO5)ccc3c(=O)c2cc1OC	.	-303.2	-3.7	-9.4	-99.8	-3.6	-111.0	-181.4	-28.2	17.4	-42.5
CC(C)c1ccc(-c2c(NCCc3ccccc3)c(=O)c2=O)cc1	2.4	-0.1	7.2	25.2	6.4	-19.2	9.3	-2.4	8.1	-5.8	3.9
COc1ccc(-c2cnc(N)nc2-c2ccc(OC)cc2)cc1	-2.3	29.4	-4.0	8.6	39.8	-14.2	-68.7	-12.7	10.2	-12.0	-9.6
CN(Cc1ccccc1)C(=O)c1cccnc1	1.0	15.6	2.9	-1.4	29.7	4.6	-17.9	3.0	19.2	-6.4	-5.4
O=C(CSCc1ccc([N+](=O)[O-])cc1)N/N=C/c1cccnc1	-0.8	12.5	12.2	10.8	5.0	-7.4	-26.8	-6.8	-33.3	10.0	-12.0
COc1cc(S(=O)(=O)N2CCCCCC2)ccc1-n1cnnn1	4.4	5.0	11.2	-1.9	-9.2	-8.4	-2.4	0.2	3.3	0.9	-0.6
CCCCn1c(N)c(N(CC(C)C)C(=O)c2cc(C)oc2C)c(=O)[nH]c1=O	1.9	6.2	-1.8	5.9	-24.0	-9.7	-16.8	11.6	8.8	9.2	3.4
Fc1cccc(CN2CCN(c3ncccn3)CC2)c1	-0.6	0.6	0.8	0.3	-7.3	-3.6	-9.2	-5.1	6.8	6.4	-7.0
Cc1ncc(CC(=O)n2cc(C(=O)c3cc(F)ccc3O)cn2)s1	0.8	-116.7	1.3	5.5	3.7	-8.7	-115.3	-1.2	-25.4	12.8	-8.7
COc1sc(SC)cc1/C=N/NC(=O)c1ccncc1	2.0	2.8	7.2	-2.1	0.2	-7.6	-12.3	13.6	-3.0	4.0	2.8
NC(=O)c1ccccc1O	0.6	8.1	7.1	-2.2	9.1	-4.9	3.7	0.4	-11.7	-9.1	-8.1
N#Cc1c(Cl)nsc1NN	-7.0	3.6	3.5	-5.3	1.0	-6.7	-57.2	-2.2	1.6	14.8	-1.7
CC(Sc1ccc(Br)cc1)C(N)=O (configuration not stated)	-1.5	10.2	9.5	.	5.9	-8.1	-9.9	12.2	6.8	-7.2	-19.6
COc1cccc(CN(C)c2nc(-c3cccs3)nc3ccccc23)c1	-1.3	20.4	-5.3	-4.3	7.4	-1.9	-37.7	26.9	18.4	0.3	-3.9
CCOc1ccccc1N1CC(C(=O)N(Cc2nnc(-c3ccccc3Cl)o2)C2CC2)CC1=O (configuration not stated)	2.6	12.1	-3.9	14.9	19.3	-2.3	4.3	5.8	5.7	-9.4	3.7
C[C@H](NC(=O)C1CC(=O)N(c2ccc3c(c2)OCCO3)C1)C(=O)N1CCC(C(=O)O)CC1 (some centres not stated)	-1.0	0.9	-10.7	-3.0	-1.4	-3.0	2.3	-9.7	-14.1	-4.4	-4.5
O=C(CCCCl)N1CCc2[nH]c3ccccc3c2C1	.	7.3	3.5	-0.2	-10.8	-6.3	-11.4	-2.5	11.1	3.9	2.6
CN(C)c1ccc(-c2csc(C(C)(O)c3cccc(F)c3)n2)cc1 (configuration not stated)	.	-215.5	-20.0	-20.6	-8.6	-5.6	-43.0	-198.3	2.6	-24.7	.
O=C(NC1CC1)c1cccc(NC(=O)C2CCC2)c1	.	-0.4	-13.9	-1.0	8.5	-10.7	-12.3	-5.2	0.8	-0.8	-3.4
O=C(CSc1n[nH]c(-c2ccncc2)n1)Nc1ccc(Br)cc1	1.4	18.0	-4.0	-9.9	-2.2	-5.7	-3.6	9.1	5.2	16.3	17.0
Cc1cc(NC(=O)CSc2nc3cc(Cl)ccc3c(=O)n2Cc2ccco2)no1	-3.5	2.7	-9.2	5.6	13.5	-3.4	4.7	22.5	47.5	-9.6	17.1
COc1ccc(C(=O)COC(=O)C2CCC(=O)N2)cc1 (configuration not stated)	-2.3	15.8	-7.5	2.9	6.0	-4.7	-33.4	-8.2	-28.8	2.7	2.7
Cc1ccc(-n2nc(C)c(=O)c(-c3ccccc3)c2NC(=O)C(C)C)cc1	-0.6	8.0	10.9	-3.8	13.4	-3.4	-31.1	0.6	3.0	1.5	.
O=C(NCCC1=CCCCC1)C(=O)c1c[nH]c2ccccc12	-2.1	-219.4	-2.6	-2.6	-23.6	-4.4	-51.9	-159.1	-29.6	22.2	-42.9
COc1ccc(Cc2nnc(NC(=O)Cc3cccs3)s2)cc1	.	14.7	-1.8	.	10.2	.	5.2	5.0	0.6	5.0	8.8
CCOc1cc(C(=O)N(Cc2ccccc2)c2ccc(C)cc2)ccc1OCC(=O)N1CCOCC1	.	18.9	4.8	7.1	-9.6	-5.0	1.9	15.8	-2.8	-15.8	13.2
O=C(O)c1ccc(S(=O)(=O)NC2CCCCCC2)cc1	-2.3	-1.0	-5.0	13.9	21.6	-15.7	9.9	1.1	-9.6	8.8	-3.3
CCOc1ccccc1N1CCN(C(=O)c2csc(C)c2CC)CC1	0.1	16.8	9.4	8.9	16.3	-2.4	-17.7	11.1	-9.4	-3.1	9.5
CCN(C(=O)CSc1nnc(-c2ccco2)n1C)c1c(N)n(Cc2ccccc2)c(=O)[nH]c1=O	4.0	0.3	0.8	-4.3	-1.0	-5.6	1.4	-4.5	3.0	-1.6	-3.2
Cc1ccc(NC(=O)CN(C)C(=O)CNC(=O)c2ccc3c(c2)OCO3)cc1	-3.5	-12.2	8.6	-8.6	-1.6	-5.7	-42.7	-13.3	-26.2	-7.9	-18.3
COc1cc(C(=O)NCC(c2ccco2)N2CCCC2)ccc1OCc1ccc(Cl)cc1Cl (configuration not stated)	.	-1.8	6.8	-1.6	36.8	-16.6	8.2	56.0*	10.6	-18.8	.
CCC(C)c1ccc(-c2cc(C(=O)OCC(=O)Nc3cc(C)on3)c3ccccc3n2)cc1 (configuration not stated)	1.5	-149.6	-1.0	6.2	-0.7	.	-95.9	-131.6	20.7	-3.9	-15.8
CN(C)CCNC(=O)C(C(=O)c1ccccc1)n1ccccc1=O (configuration not stated)	-0.4	20.4	-10.4	6.6	5.6	-3.2	-0.2	9.0	-8.9	10.0	-1.5
CCC(=O)N1CCCc2cc(S(=O)(=O)NCc3cccs3)ccc21	4.3	11.6	8.4	?	9.9	-2.0	-1.0	16.5	-1.3	-4.4	-3.0
Cc1ccc(-c2nc3ccccc3c(=O)n2CCCN2CCOCC2)cc1	3.2	-55.0	1.4	-1.9	-3.8	-4.9	-23.7	3.9	-18.5	-15.2	5.6
CC(N=C1NS(=O)(=O)c2ccccc21)C(=O)NCc1ccc2c(c1)OCO2 (configuration not stated)	2.4	0.6	2.8	5.3	-1.4	-7.1	-3.2	-7.0	-0.4	3.0	14.5
CC1=C(C(=O)Nc2ccccc2F)C(c2ccsc2)C2=C(CC(C)(C)CC2=O)N1 (configuration not stated)	2.7	11.6	-8.8	7.4	13.8	14.9	-8.6	19.8	17.1	-4.6	18.8
C=CCOc1c(Cl)cc(/C=N/O)cc1OC	-3.3	-12.5	-7.1	7.4	2.8	-8.2	-13.4	-7.4	16.6	4.3	-5.0
O=C(NCc1ccc(Cl)cc1)c1cc(-c2cccs2)on1	3.4	-39.3	10.2	0.0	4.7	-3.8	-14.4	-31.3	-12.8	26.5	-4.6
CCCN(CC(=O)Nc1ccc(F)c(F)c1F)C(=O)CN1C(=O)NC2(CCCCC2)C1=O	.	15.9	-7.2	1.9	9.5	-16.4	-46.2	-8.9	68.8	3.9	.
Cc1cc(C)nc(N2CCCC(C(=O)Nc3cc(F)ccc3C)C2)n1 (configuration not stated)	3.1	11.6	3.2	1.2	3.3	-8.4	-3.3	0.6	-37.3	0.7	5.4
CC(C)OP(=O)(c1ccc(N(C)C)cc1)C(O)c1cccnc1 (configuration not stated)	-0.2	10.2	1.9	-3.1	-15.9	-20.1	-5.3	9.4	-3.5	-7.5	1.4
CCCOc1ccc2c3c(c(=O)oc2c1)CCCC3	-0.7	-123.5	-13.8	-0.6	-10.9	.	-27.0	-115.2	-3.2	0.1	-31.1

Compound activity: PubChem, several laboratories
